TROY NFkB inh = inhibitors of TROY-driven NF-kB signaling, primary screen, Q293 LMP1-TROYcd cells, NF-kB luciferase, uHTS; inhibition, % at 10 µM; AID 1347056, 2019; Q293 LMP1-TROYcd NF-kB luciferase reporter, 4 h; hit rate 0.98% among 360,000;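 active means compounds whose plate-normalised and pattern-corrected inhibition of the luciferase reporter signal at the single screening dose is 50% or more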
NCOA2 inhibitor = inhibition of GAL4-SRC2 driven luciferase reporter, primary screen, SRC2 inhibitor project, cell-based, luminescence; Nuclear receptor coactivator 2 (Homo sapiens), Q15596; HEK293 GAL4-SRC2 luciferase reporter; inhibition, % at 9 µM; hit rate 0.17% among 370,000; AID 651957, 2012;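 active means inhibition above the mean inhibition of all tested compounds plus 3 SD, set per campaign, cut at about 52% in these data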;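 further: 0% = DMSO treated cells and 100% = cells given Gossypol at 36 µM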
NCOA3 inh = SRC3 coactivator transcriptional activity inhibitors, primary screen, cell-based, luminescence | Nuclear receptor coactivator 3 (Homo sapiens), Q9Y6Q9 | HEK293 GAL4-SRC3 luciferase reporter | inhibition, % at 3.6 µM | hit rate 0.17% among 360,000;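 active means inhibition above a per-campaign cutoff, the mean of all compounds plus 3 SD, cut at about 60% in these data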;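 further: 0% = DMSO-treated cells and 100% = gossypol-treated cells at 36 µM; higher means less SRC3-driven luciferase light from the GAL4 reporter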
Exocytosis inh = LAMP-1 surface exposure blockers, TALL-104 cells – cell-based, flow cytometry, MLPCN library, primary screen | hit rate 0.66% among 360,000 | TALL-104 LAMP-1 surface exposure; cells stimulated with thapsigargin and PMA | inhibition, % at 10 µM;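 active means inhibition above about 55%, limit read from the data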
NOD2 RIPK2 PPI = NOD2-RIPK2 binding disruptors in cells, primary screen, fluorescence, CHO cells, BLA complementation; Receptor-interacting serine/threonine-protein kinase 2 (Homo sapiens), O43353; CCF4 ratio; inhibition, % at 4.98 µM; hit rate 0.38% among 360,000; in the data active means inhibition above about 21%;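 further: 0% = vehicle only and 100% = reference blocker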
SRC1 inh = SRC1 coactivator transcriptional activity inhibitors, primary screen, cell-based, luminescence; Nuclear receptor coactivator 1 (Homo sapiens), Q15788; HEK293 GAL4-SRC1 luciferase reporter; inhibition, % at 3.6 µM; hit rate 0.12% among 360,000;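 active means inhibition above the campaign mean plus 3 SD, with each screening campaign given its own cutoff, cut at about 60% in these data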;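 further: 0% = DMSO treated cells and 100% = gossypol at 36 µM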
COUP-TFII inh = NR2F2 transcriptional activity inhibitors, primary screen, cell-based, luciferase reporter, HEK293T, luminescence; COUP transcription factor 2 (Homo sapiens), P24468; HEK293T NGFI-A luciferase reporter; inhibition, % at 8.6 µM; hit rate 0.7% among 370,000; AID 686940, 2013;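 active means inhibition above a per-plate cutoff, mean inhibition of test wells between control levels plus 3 SD, cut at about 38% in these data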;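 further: cells cotransfected with COUP-TFII expression vector driving the NGFI-A reporter; 0% = median of COUP-TF2 test wells and 100% = reporter-only cells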
ABHD5 PLIN5 PPI = ABHD5-PLIN5 interaction inhibitors, primary screen, cell lysate, split luciferase complementation, luminescence; Perilipin-5 (Homo sapiens) + 1-acylglycerol-3-phosphate O-acyltransferase ABHD5 (Homo …; AID 602281, 2012; Split G. princeps luciferase complementation, 4 h; hit rate 0.78% among 360,000; inhibition, % at 4 µM;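 active means inhibition above the mean inhibition across every tested compound plus 3 SD, cut at about 22% in these data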;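 further: 0% = DMSO only wells and the 100% control is not disclosed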
TLR9-MyD88 block = inhibitors of TLR9-MyD88 association in cells, primary screen, cell-based, CHO, BLA complementation, fluorescence. Toll-like receptor 9 (Homo sapiens) + Myeloid differentiation primary response protein …. CCF4 FRET ratio. inhibition, % at 4.98 µM. hit rate 0.21% among 340,000. AID 504734, 2011;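 active means inhibition above the mean over all tested compounds plus 3 SD, cut at about 21% in these data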;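 further: 0% = DMSO only wells and 100% = clavulanate BLA inhibitor control wells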
Target sequence (Q99836 whole entry, looked up): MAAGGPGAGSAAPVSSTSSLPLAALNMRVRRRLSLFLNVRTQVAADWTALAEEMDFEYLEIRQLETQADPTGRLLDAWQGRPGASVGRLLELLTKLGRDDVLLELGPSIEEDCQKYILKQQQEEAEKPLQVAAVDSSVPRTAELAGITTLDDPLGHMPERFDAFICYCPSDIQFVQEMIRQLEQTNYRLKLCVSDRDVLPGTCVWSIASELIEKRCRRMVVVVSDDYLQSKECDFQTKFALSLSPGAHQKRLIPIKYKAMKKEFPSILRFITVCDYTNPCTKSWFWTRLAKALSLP
Target sequence (Q9NR96 whole entry, looked up): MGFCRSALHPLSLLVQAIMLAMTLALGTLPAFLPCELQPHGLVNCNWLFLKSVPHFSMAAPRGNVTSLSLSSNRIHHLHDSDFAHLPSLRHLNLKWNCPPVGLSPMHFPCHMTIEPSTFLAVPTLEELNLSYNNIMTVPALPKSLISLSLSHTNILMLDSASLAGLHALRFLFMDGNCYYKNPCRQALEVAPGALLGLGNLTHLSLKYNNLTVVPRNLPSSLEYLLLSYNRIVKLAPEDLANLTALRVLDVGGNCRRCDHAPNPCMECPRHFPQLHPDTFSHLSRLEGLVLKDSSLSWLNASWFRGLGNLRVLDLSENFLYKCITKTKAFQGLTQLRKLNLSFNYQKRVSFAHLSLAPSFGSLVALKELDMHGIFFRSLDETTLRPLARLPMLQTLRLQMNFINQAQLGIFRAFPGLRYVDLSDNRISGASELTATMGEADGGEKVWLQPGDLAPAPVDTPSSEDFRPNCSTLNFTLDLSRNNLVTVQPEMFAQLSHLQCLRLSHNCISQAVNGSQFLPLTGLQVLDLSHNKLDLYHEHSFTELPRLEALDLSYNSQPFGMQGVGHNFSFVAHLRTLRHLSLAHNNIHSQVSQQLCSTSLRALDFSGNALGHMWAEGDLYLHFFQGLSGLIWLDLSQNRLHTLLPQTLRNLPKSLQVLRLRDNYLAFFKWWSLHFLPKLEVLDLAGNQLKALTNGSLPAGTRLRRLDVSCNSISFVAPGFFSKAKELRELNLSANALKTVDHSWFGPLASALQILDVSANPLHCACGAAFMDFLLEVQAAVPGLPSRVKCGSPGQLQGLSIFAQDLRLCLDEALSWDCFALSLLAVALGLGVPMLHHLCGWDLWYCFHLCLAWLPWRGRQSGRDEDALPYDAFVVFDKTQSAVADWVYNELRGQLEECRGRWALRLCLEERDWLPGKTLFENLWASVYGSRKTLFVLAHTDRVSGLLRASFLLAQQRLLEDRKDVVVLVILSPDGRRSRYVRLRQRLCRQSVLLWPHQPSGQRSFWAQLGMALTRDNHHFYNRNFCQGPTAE
TWEAK Fn14 block = inhibitors of TWEAK-Fn14 signaling, primary screen, luciferase reporter cells, uHTS | TWEAK-stimulated Fn14 reporter cells, luciferase luminescence, 8 h | inhibition, % at 10 µM | hit rate 2% among 360,000 | AID 1159606, 2016; in the data active means inhibition above about 50%
LRH-1 inv ag = LRH-1 (NR5A2) inverse agonists, primary screen, cell-based, luminescence, HEK293T, StAR-luciferase reporter; AID 602396, 2012; Nuclear receptor subfamily 5 group A member 2 (Homo sapiens), O00482; LRH-1 transfected, 24 h; hit rate 0.13% among 360,000; inhibition, % at 3.6 µM;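 active means inhibition above the mean inhibition of all tested compounds plus 3 SD, cut at about 73% in these data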;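 further: 0% = DMSO wells and 100% = reporter-only cells lacking LRH-1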
The depositor's hits bear a star; . = no result given. This is a subset. The share of hits here may be higher or lower than overall.

SMILES	TROY NFkB inh	NCOA2 inhibitor	NCOA3 inh	Exocytosis inh	NOD2 RIPK2 PPI	SRC1 inh	COUP-TFII inh	ABHD5 PLIN5 PPI	TLR9-MyD88 block	TWEAK Fn14 block	LRH-1 inv ag
Cc1ccc(C(=O)N/C(=C/c2ccco2)C(=O)O)cc1	3.7	-22.3	4.4	9.7	7.6	10.6	-21.7	4.1	1.5	-18.9	17.1
Cn1c(=O)n(C)c2cc(/C=C3/SC(=O)N(CC(=O)N4CCOCC4)C3=O)ccc21	1.5	-31.0	28.6	-3.3	-3.5	-0.3	-20.5	3.5	-4.1	-19.4	19.4
CCCNC(=S)Nc1ccc(Br)cc1	-27.0	-18.1	-7.9	0.0	-1.0	-37.6	-8.9	-4.2	-17.8	7.5	-13.0
CCCCCc1cc(=O)oc2c(C(CCN(CC)CC)c3ccc(OC)cc3)c(OC)cc(OC)c12 (stereo not given)	15.0	12.2	1.2	-3.5	4.1	3.8	17.3	11.9	4.8	-12.2	-9.9
C[C@@H]1CN(c2c(F)c(F)c3c(=O)c(C(=O)O)cn(C4CC4)c3c2F)C[C@H](C)N1	-19.5	3.7	-2.8	14.1	-10.1	9.5	-2.5	3.9	-3.9	-6.2	-18.2
CC(C)Oc1ccc(C(=O)OCC(=O)NCCNC(=O)COC(=O)c2ccc(OC(C)C)cc2)cc1	15.1	-30.9	0.5	2.0	-1.1	-21.9	6.7	-2.7	3.5	-12.7	-16.8
CN(C)CCCNc1ccc(-c2nn(C)c(=O)c3ccccc23)cc1[N+](=O)[O-]	9.4	-4.4	17.1	1.6	-1.3	-0.5	3.0	1.4	10.0	-2.9	5.1
CN(CCc1ccccc1)C1CCCN(S(=O)(=O)CC(F)(F)F)C1 (stereo not given)	-1.4	-10.6	7.0	4.9	4.3	-2.5	-0.8	3.0	4.9	7.4	-2.9
COc1ccc(OCC(=O)N2CCN(C(=O)COc3ccccc3)CC2)cc1	-2.4	-6.1	12.4	-1.4	-2.5	-8.5	-5.7	-1.2	8.1	-3.1	6.9
FC(F)(F)c1cccc(Oc2nc(-c3ccccc3)nnc2C(F)(F)F)c1	2.8	-29.4	0.8	0.3	5.7	-4.2	17.9	-1.6	-5.0	3.3	-0.4
COc1ccc(-n2cc(-c3ccccc3)c3c(N4CCN(CCO)CC4)ncnc32)cc1	17.9	.	1.8	26.9	-14.9	-6.7	.	5.0	-11.0	40.4	15.1
CCC1(C(=O)OC)CCc2c(cc(OC)c3ccccc23)C1=O (stereo not given)	27.7	.	10.8	4.3	-1.5	-9.4	.	-9.7	4.2	-6.1	-5.5
CC(=O)NCC(=O)N1CCCC(C(=O)c2ccc(Oc3ccccc3)cc2)C1 (stereo not given)	-28.2	-9.8	10.7	-1.0	-11.2	4.0	3.1	4.6	-9.6	0.9	1.3
CCOC(=O)c1c(NC(=O)Cn2c(=O)oc3ccccc32)oc(C)c1C(C)=O	-6.5	-9.4	8.2	-0.8	-1.7	2.3	4.5	7.5	2.0	5.7	15.2
CC1(C)CC(=O)C2=C(C1)N(c1cccc(O)c1)C1=C(C2)C(=O)CC(C)(C)C1	-7.4	-4.9	20.8	4.3	6.2	6.7	16.1	1.0	-0.6	-13.6	1.4
O=C(NC1CC(=O)N(c2ccccc2)C1)N1CCN(C(=O)c2ccco2)CC1 (stereo not given)	19.6	-12.8	-8.4	-5.4	-16.6	-11.5	-26.0	2.4	-0.3	13.0	-4.0
CCCCn1c(N)c(N(CC(C)C)C(=O)c2cc3c(s2)CCCCC3)c(=O)[nH]c1=O	0.7	-86.7	-4.4	-6.1	-6.6	-22.5	-5.0	-5.7	-7.3	13.8	-7.1
Oc1ccc2oc3c(c2c1/C=N/n1cnnc1)CCCC3	24.4	-23.9	-1.9	-0.9	8.8	-14.2	-16.3	-0.6	2.3	36.7	-9.4
Cc1ccc(S(=O)(=O)N2CCOCC2)cc1C(=O)N1CCN(S(=O)(=O)c2ccccc2F)CC1	10.6	19.0	5.2	2.3	0.5	-10.0	-3.3	10.1	-0.8	-8.2	13.6
CCOc1ccc(NC(=S)N(CCc2c(C)[nH]c3ccccc23)Cc2cccnc2)cc1	-4.1	-1.1	-5.6	-2.7	10.7	-1.0	7.1	2.0	2.8	5.0	3.0

The closing 3 records of the part before are carried over, then new ones follow:
SMILES	TROY NFkB inh	NCOA2 inhibitor	NCOA3 inh	Exocytosis inh	NOD2 RIPK2 PPI	SRC1 inh	COUP-TFII inh	ABHD5 PLIN5 PPI	TLR9-MyD88 block	TWEAK Fn14 block	LRH-1 inv ag
Oc1ccc2oc3c(c2c1/C=N/n1cnnc1)CCCC3	24.4	-23.9	-1.9	-0.9	8.8	-14.2	-16.3	-0.6	2.3	36.7	-9.4
Cc1ccc(S(=O)(=O)N2CCOCC2)cc1C(=O)N1CCN(S(=O)(=O)c2ccccc2F)CC1	10.6	19.0	5.2	2.3	0.5	-10.0	-3.3	10.1	-0.8	-8.2	13.6
CCOc1ccc(NC(=S)N(CCc2c(C)[nH]c3ccccc23)Cc2cccnc2)cc1	-4.1	-1.1	-5.6	-2.7	10.7	-1.0	7.1	2.0	2.8	5.0	3.0
COc1ccc(CN(C)CC(=O)Nc2ccc(N3CCOCC3)cc2)cc1OC	8.9	-3.1	15.2	-3.0	-9.8	0.0	11.9	3.5	8.3	2.9	10.2
COc1ccccc1Nc1nc(N)nc(CSc2nc(C)cc(C)n2)n1	8.4	-12.3	1.3	-2.9	5.6	-26.8	4.2	5.3	-1.6	-10.9	-2.8
O=C(CCc1nnc(C2CCCCC2)o1)N1CCN(Cc2ccccc2)CC1	-28.5	-32.9	-5.3	-0.9	-2.6	-18.3	-18.9	-1.3	3.9	-29.0	-24.4
CC(C)C(=O)Nc1ccc(N2CCN(c3ccc(F)cc3)CC2)cc1	15.1	-21.1	19.9	-1.5	3.7	-6.3	1.9	-4.6	1.8	2.2	-2.8
O=C(O)c1[nH]c(-c2ccccc2)c2c1C(=O)N(C1CC1)C2=O	8.3	0.1	8.1	-3.3	-11.2	13.2	-1.1	4.8	.	-4.7	3.2
Cc1cc(C(C)(C)C)oc1C(=O)OCC(=O)NC1CCCCC1	-6.8	-1.0	21.7	-0.2	-9.9	-8.8	8.7	-0.6	8.2	-6.9	6.0
COc1ccc(NC(=O)c2sc(SCc3ccccc3)nc2N)cc1	-10.6	23.5	-3.3	4.8	0.8	-1.1	3.5	-6.8	-16.1	4.1	15.8
Clc1cccc(OCCn2cncn2)c1Cl	-23.6	-0.8	25.1	-1.0	-13.1	-3.6	10.7	0.3	2.5	-2.8	-6.0
CCOc1ccc(N2CC(C(=O)NCc3ccccn3)CC2=O)cc1 (stereo not given)	-20.1	-3.5	16.0	-6.8	-6.7	-0.9	7.8	8.7	-11.8	-7.4	-10.8
CCCCC(=O)N(C)c1c(CC)nc2c(OCC(=O)c3ccc(F)cc3)cccn12	-17.5	-15.9	-21.2	-6.1	3.7	0.2	-19.2	1.0	.	-13.6	-19.6
c1cncc(-c2nc3ccccc3o2)c1	-17.3	5.9	-12.4	3.4	5.8	4.1	-13.8	-0.7	6.5	12.8	-13.5
COc1ccc(C(F)(F)F)cc1N/C=C/c1nnnn1-c1ccc2ccccc2c1	37.8	0.1	20.1	1.6	-2.3	11.5	0.0	11.8	0.4	-1.5	-6.6
O=C(CN1C(=O)NC2(CCCCC2)C1=O)Nc1ccc(S(=O)(=O)N2CCOCC2)cc1	7.6	-7.7	19.6	-1.0	-1.6	-7.5	-0.5	-1.9	-3.6	0.4	2.3
CCOC(=O)c1[nH]c2ccc(OC)cc2c1NC(=O)c1ccc2c(c1)OCO2	-10.2	-15.4	0.0	-4.4	1.6	3.4	14.6	0.2	-6.6	5.7	3.0
O=C(CCC(=O)OCc1cccc([N+](=O)[O-])c1)Nc1ccc(F)cc1	21.8	3.9	14.2	2.6	-7.8	-7.6	1.5	-3.1	-0.1	0.1	11.2
CCC1CCCCN1C(=O)CSc1n[nH]c(N)n1 (stereo not given)	-29.8	14.3	-2.0	-3.4	-2.5	-3.7	6.2	-8.0	-9.0	-1.4	21.0
CNS(=O)(=O)c1ccc(C(=O)NCC(=O)NCC2COc3ccccc3O2)cc1 (stereo not given)	-9.2	1.9	20.4	-1.7	-13.4	-6.5	-3.9	-2.9	-8.2	8.6	16.2
O=C(NN1C(=O)c2ccccc2NC1c1ccc([N+](=O)[O-])o1)c1ccc([N+](=O)[O-])cc1 (stereo not given)	18.3	10.1	18.4	-3.8	5.1	-13.3	11.6	-0.4	8.2	20.1	10.6
COc1ccc(C(=O)Nc2cccc(C(=O)NCc3ccccc3)c2)cc1	-13.7	-16.6	-23.2	2.8	-12.2	5.7	11.1	4.3	-6.3	5.1	-9.5
O=C(NC(=S)N1CCCC1)c1ccc(Cl)cc1	-9.6	-16.1	-17.3	-9.0	-10.8	-27.2	-14.6	-4.3	1.0	16.6	-24.6
CC1=CC(C)(C)Nc2ccc(OC(=O)CCN3C(=O)c4ccccc4C3=O)cc21	26.0	33.0	3.0	54.3	17.5	16.7	-5.8	75.0*	1.6	96.1*	19.5
COc1ccc(CCNCc2ccc(OCc3ccccc3)cc2)cc1	-34.1	1.1	-0.1	85.2*	-5.3	-4.7	3.0	4.8	-4.0	-27.2	7.2
O=C(Nc1n[nH]c(=S)s1)c1ccco1	-1.6	-14.5	-39.6	-3.5	1.0	-32.5	-3.2	-2.3	-0.9	-6.7	-37.2
Cc1ccc(C(=O)NCc2nc3ccccc3[nH]2)o1	-0.9	-10.1	1.8	-1.1	-1.0	-16.6	5.5	1.9	-3.3	4.0	3.1
COc1ccc(CCNC(=O)CC(=O)N/N=C/c2ccc(Br)cc2)cc1OC	3.2	-8.2	2.2	0.3	-5.5	-10.8	3.7	6.4	11.1	6.1	9.1
CC(C1CC2CCC1C2)N1CC(O)=C(c2nc3ccccc3[nH]2)C1=N (stereo not given)	-0.7	-9.7	5.8	-7.3	2.2	11.2	10.8	3.2	2.6	4.5	-5.6
CCCCc1nc2cc(C(=O)N3CCC[C@H]3CO)ccc2o1	-16.9	-83.2	-15.2	1.9	0.7	-17.2	-7.1	-4.7	11.3	11.1	-45.6
CC(=O)Nc1cccc2c1C(=O)N(c1ccc(C)cc1)C2=O	-12.3	-32.5	-16.8	0.2	6.7	-11.1	10.4	-2.0	-8.4	8.7	-6.5

From PubChem
